Screens (PubChem)
ABCG2 block: ABCG2 efflux pump inhibitors, primary screen, multiplex with ABCB1, IgMXP3 cells, flow cytometry; 190,000 tested, 0.1% active; AID 1325, 2008; JC-1 efflux; Broad substrate specificity ATP-binding cassette transporter ABCG2 (Homo sapiens), Q9UNQ0; inhibition, % at 6.6 µM;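 active means inhibition above 80%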;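 further: 0% = DMSO and 100% = nicardipine control wells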
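Test system: IgMXP3 (ABCG2) plus far-red-tagged CCRF-Adr (ABCB1) cells / Amount: 3 million cells/mL in well / Reagent: JC-1 transporter substrate / Timing: 10 min compound exposure, 25 °C / Signal: flow cytometry, 530 nm JC-1 signal / Read-out: percent efflux inhibition, scaled nicardipine 100% to DMSO 0% / Benchmarks: nicardipine as high control, DMSO as low control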
ABCB1 block: ABCB1 efflux pump inhibitors, primary screen, cell-based, multiplex, flow cytometry, ABCG2 counter-screen | inhibition, % at 6.6 µM | 190,000 tested, 0.067% active | CCRF-Adr cells, JC-1 efflux; in the data active means inhibition above about 40%;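 further: 0% = vehicle and 100% = reference inhibitor; higher value means more JC-1 retained so stronger ABCB1 efflux block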
RGS7-Gao reg: RGS7-Galphao binding modulators, primary screen, biochemical, multiplexed bead flow cytometry. Guanine nucleotide-binding protein G(o) subunit alpha (Homo sapiens), P09471. actives lie on both sides. binding response (% of control), % at 10 µM. 220,000 tested, 0.35% active; in the data active means binding response below about 49% or above about 150%; inconclusive means no clear call, values can overlap the other calls; inactive means in between;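 further: fluorescent Galphao held in activated GDP-AlF4 state binding bead-coupled RGS7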
Target sequence (P09471 whole entry, looked up): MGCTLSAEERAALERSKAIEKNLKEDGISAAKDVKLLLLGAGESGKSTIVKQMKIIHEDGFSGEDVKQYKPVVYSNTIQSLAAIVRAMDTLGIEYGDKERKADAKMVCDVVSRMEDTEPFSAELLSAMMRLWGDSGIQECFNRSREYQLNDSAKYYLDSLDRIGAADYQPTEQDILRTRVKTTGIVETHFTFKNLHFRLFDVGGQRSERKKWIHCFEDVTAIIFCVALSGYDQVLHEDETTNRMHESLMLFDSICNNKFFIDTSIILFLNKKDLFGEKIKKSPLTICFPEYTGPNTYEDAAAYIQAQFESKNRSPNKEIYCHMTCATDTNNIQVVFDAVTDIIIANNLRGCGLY
Bcl-XL Bim block: inhibitors of Bim-Bcl-XL binding, primary screen, biochemical, multiplexed, bead flow cytometry, human Bcl-XL. 190,000 tested, 0.04% active. Bim peptide-Bcl-XL binding, fluorescence. inhibition, % at 10 µM. AID 1007, 2008
Target sequence (Q07817 whole entry, looked up): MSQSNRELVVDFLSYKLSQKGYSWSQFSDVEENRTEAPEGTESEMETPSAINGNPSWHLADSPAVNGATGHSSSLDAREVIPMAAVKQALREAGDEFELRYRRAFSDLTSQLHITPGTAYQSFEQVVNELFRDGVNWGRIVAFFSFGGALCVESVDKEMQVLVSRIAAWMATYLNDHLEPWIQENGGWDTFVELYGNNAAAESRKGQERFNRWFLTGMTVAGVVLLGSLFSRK
RGS4-Gao reg: modulators of RGS4 binding to Galphao, primary screen, biochemical, multiplexed bead flow cytometry. Guanine nucleotide-binding protein G(o) subunit alpha (Homo sapiens), P09471. actives lie on both sides. binding response (% of control), % at 10 µM. 220,000 tested, 0.33% active. AID 1415, 2008; in the data active means binding response below about 49% or above about 150%; inactive means in between;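 further: fluorescent Galphao activated with aluminum fluoride binding bead-coupled RGS4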
Bim-Mcl-1: inhibitors of Bim peptide binding to Mcl-1, primary screen, biochemical, bead-based flow cytometry, multiplex. Bim peptide-Mcl-1 binding. inhibition, % at 10 µM. 190,000 tested, 0.1% active;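 further: 0% = no compound tracer wells and 100% = peptide blocker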
Bim-Bcl-W: inhibitors of Bim binding to Bcl-W, primary screen, biochemical, multiplexed, bead-based flow cytometry | Bcl-2-like protein 2 (Homo sapiens), Q92843 | Bim peptide-Bcl-W binding | inhibition, % at 10 µM | 190,000 tested, 0.02% active | AID 952, 2007;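 further: 0% = bound tracer without compound and 100% = peptide blocker; higher means less fluorescent Bim peptide bound to Bcl-W beads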
Target sequence (Q92843 whole entry, looked up): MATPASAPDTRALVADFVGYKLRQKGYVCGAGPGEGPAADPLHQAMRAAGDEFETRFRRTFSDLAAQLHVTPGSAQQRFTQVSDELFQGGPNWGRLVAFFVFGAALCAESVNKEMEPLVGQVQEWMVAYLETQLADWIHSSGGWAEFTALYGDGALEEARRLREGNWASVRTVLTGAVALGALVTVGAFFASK
Bim-Bcl-2: inhibitors of Bim-Bcl-2 binding, primary screen, biochemical, multiplexed, human Bcl-2 family | Apoptosis regulator Bcl-2 (Homo sapiens), P10415 | Bead-based flow cytometry, Bim peptide-Bcl-2 binding | inhibition, % at 10 µM | 190,000 tested, 0.06% active | AID 950, 2007; in the data active means inhibition above about 40%; inconclusive means no clear call, values can overlap the other calls;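 further: 0% = no compound wells with probe peptide and 100% = reference peptide inhibitor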
Bcl-B Bim block: inhibitors of Bim-Bcl-B binding, primary screen, biochemical, multiplexed, human Bcl-2 family; Bcl-2-like protein 10 (Homo sapiens), Q9HD36; bead-based flow cytometry, Bim peptide-Bcl-B binding; inhibition, % at 10 µM; 190,000 tested, 0.073% active;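 further: 0% = tracer peptide without compound and 100% = reference inhibitor peptide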
Target sequence (Q9HD36 whole entry, looked up): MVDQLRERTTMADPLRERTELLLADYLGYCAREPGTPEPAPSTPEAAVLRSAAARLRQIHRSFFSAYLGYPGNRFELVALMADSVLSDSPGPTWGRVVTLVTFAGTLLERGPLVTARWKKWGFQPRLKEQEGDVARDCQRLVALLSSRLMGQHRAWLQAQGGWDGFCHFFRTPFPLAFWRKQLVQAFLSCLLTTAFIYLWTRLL
RGS8-Gao reg: RGS8-Galphao binding modulators, primary screen, biochemical, multiplexed bead flow cytometry; response (percent of control binding), % at 10 µM; 220,000 tested, 0.34% active; AID 1423, 2008; Guanine nucleotide-binding protein G(o) subunit alpha (Homo sapiens), P09471; actives lie on both sides; in the data active means response below about 60% or above about 140%; inactive means in between;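 further: Galphao activated as the GDP aluminium fluoride complex binding bead-coupled RGS8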
Bfl-1 Bim block: inhibitors of Bim binding to Bfl-1, primary screen, biochemical, multiplexed, bead-based flow cytometry | inhibition, % at 10 µM | 190,000 tested, 0.12% active | Bcl-2-related protein A1 (Homo sapiens), Q16548 | Bim-Bfl-1 binding inhibition | AID 1008, 2008;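 further: 0% = wells without compound plus tracer and 100% = blocker peptide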
Starred values were filed as active, the others as inactive; ? = inconclusive; [ ] = another dose, or the depositor's remark. Unless noted, no stated cut-off is given here; in the data, active means inhibition above about 40%.

SMILES | ABCG2 block | ABCB1 block | RGS7-Gao reg | Bcl-XL Bim block | RGS4-Gao reg | Bim-Mcl-1 | Bim-Bcl-W | Bim-Bcl-2 | Bcl-B Bim block | RGS8-Gao reg | Bfl-1 Bim block
CCOC(=O)C1(C)NC(c2ccco2)C2C(=O)N(C)C(=O)C21 (stereo not drawn) | 1.2 | 0.5 | 98.9 | -1.0 | 98.2 | 0.0 | -1.0 | -3.0 | -2.0 | 100.3 | -3.0
COc1cc2c(O)c3c(c(-c4ccc5c(c4)OCO5)c2cc1OC)C(=O)OC3 | -1.9 | -0.6 | 101.5 | -2.0 | 104.0 | 0.0 | -2.0 | -3.0 | 3.0 | 100.9 | -1.0
CC(C)(C)N1C(=O)c2ccc(C(=O)Nc3nccs3)cc2C1=O | 36.6 | 0.9 | 101.5 | -7.0 | 99.7 | 0.0 | -1.0 | -8.0 | -7.0 | 102.3 | -15.0
O=C(NCCCN1CCOCC1)c1ccccc1-c1ccccc1 | 1.8 | 0.8 | 104.6 | 1.0 | 105.7 | 3.0 | 0.0 | 1.0 | 2.0 | 103.0 | 0.0
CC(=O)c1ccc(OC(=O)C2c3ccccc3Oc3ccccc32)cc1 | 5.6 | 0.6 | 104.5 | -8.0 | 109.5 | -1.0 | -3.0 | -2.0 | -4.0 | 105.3 | -2.0
CCN(C(=O)CSc1nnc(-c2ccncc2)n1-c1ccccc1)C1CCS(=O)(=O)C1 (stereo not drawn) | -0.7 | 0.0 | 99.3 | 0.0 | 105.7 | -1.0 | -2.0 | -3.0 | -6.0 | 101.6 | -6.0
COc1ccc(Cc2noc(CN3CCN(c4ccc(Cl)cn4)CC3)n2)cc1OC | 12.6 | 2.8 | 104.4 | 0.0 | 105.3 | -2.0 | -2.0 | 1.0 | 4.0 | 103.2 | 1.0
COc1cccc(C(=O)COC(=O)C(C)N2C(=O)c3ccccc3C2=O)c1 (stereo not drawn) | 0.3 | 0.1 | 99.5 | -1.0 | 100.8 | 0.0 | 0.0 | -2.0 | -6.0 | 101.6 | -12.0
CCOC(=O)c1c(O)c2ccccc2n(C)c1=O | 1.1 | 0.2 | 100.5 | -2.0 | 104.5 | 3.0 | -2.0 | 0.0 | -1.0 | 105.7 | -6.0
COc1ccc(-c2ccnc(SCC(=O)c3ccc(OC)c(OC)c3)n2)cc1 | 9.3 | 1.2 | 94.7 | -6.0 | 95.6 | -4.0 | -5.0 | -10.0 | -11.0 | 98.2 | -11.0
O=C(O)CSCc1cnn(-c2ccccc2)c1-n1cccc1 | 0.9 | 0.3 | 93.9 | -4.0 | 96.3 | -1.0 | -3.0 | -5.0 | -2.0 | 95.0 | -4.0
CCOc1cc(NC(=O)CCl)c(OCC)cc1NC(C)=O | 2.7 | 0.5 | 100.7 | -2.0 | 98.5 | 0.0 | 0.0 | -1.0 | -4.0 | 100.1 | -3.0
CCNC(=S)NNC(=O)c1csc(CC)c1 | -0.1 | 0.4 | 97.4 | -3.0 | 100.3 | 0.0 | -3.0 | -9.0 | -12.0 | 97.5 | 1.0
O=C1S/C(=C\c2ccc(N3CCOCC3)o2)C(=O)N1Cc1ccc(F)cc1 | 106.7* | 7.7 | 152.8*[activator] | 0.0 | 164.8*[activator] | -6.0 | -2.0 | -5.0 | -7.0 | 123.5 | 0.0
CN1CCN(CCCC(=O)c2ccc(F)cc2)CC1 | 1.1 | 0.4 | 101.0 | -3.0 | 95.8 | 0.0 | 3.0 | 3.0 | 1.0 | 95.7 | 3.0
CC1CCN(S(=O)(=O)c2cccc(S(=O)(=O)N3CCOCC3)c2)CC1 | 0.6 | -0.2 | 102.2 | 9.0 | 102.8 | -2.0 | 3.0 | -6.0 | -6.0 | 103.0 | -10.0
CCN(CC)CCC(C)OC(c1ccccc1)c1ccccc1 (stereo not drawn) | 1.6 | 0.4 | 102.8 | -3.0 | 104.2 | -3.0 | -2.0 | -1.0 | -3.0 | 100.6 | -5.0
CCN(c1ccccc1)S(=O)(=O)c1ccc(C(=O)Nc2nnc(COC)o2)cc1 | 2.2 | 0.3 | 103.1 | 0.0 | 99.9 | 4.0 | 0.0 | -1.0 | 1.0 | 108.7 | -1.0
O=C(NC1CCCCCC1)c1c(O)c2ccccc2[nH]c1=O | 4.0 | 0.5 | 98.9 | 0.0 | 95.7 | 0.0 | -1.0 | -3.0 | 0.0 | 100.8 | 0.0
CCCOc1ccc(CN(CCC#N)C(=S)NC(=O)c2ccccc2)cc1 | -4.5 | -1.3 | 101.0 | -3.0 | 101.3 | -2.0 | -1.0 | 4.0 | -9.0 | 98.0 | 1.0
O=C(COc1ccc(-c2nnc(N3CCCCC3)c3ccccc23)cc1)N1CCCCC1 | 33.9 | 3.1 | 96.1 | -11.0 | 100.1 | -4.0 | -5.0 | -10.0 | -5.0 | 101.3 | -18.0
COc1ccccc1CNCC(=O)Nc1ccccc1-n1cccc1 | 0.7 | 0.2 | 100.5 | -5.0 | 104.5 | -7.0 | -5.0 | -4.0 | -8.0 | 101.9 | -10.0
Cc1cc(C)nc(/N=C(\N)Nc2cc([N+](=O)[O-])ccc2C)n1 | 5.5 | 0.4 | 99.1 | -1.0 | 104.0 | -3.0 | -2.0 | -7.0 | -7.0 | 106.7 | -16.0
CN1CCN(NC(=O)c2ccc(Cl)s2)CC1 | 13.8 | 0.6 | ? | -5.0 | 101.1 | 0.0 | -3.0 | -2.0 | -2.0 | 101.8 | -4.0

Shown as a markdown table: entries from further up
| SMILES | ABCG2 block | ABCB1 block | RGS7-Gao reg | Bcl-XL Bim block | RGS4-Gao reg | Bim-Mcl-1 | Bim-Bcl-W | Bim-Bcl-2 | Bcl-B Bim block | RGS8-Gao reg | Bfl-1 Bim block |
| --- | --- | --- | --- | --- | --- | --- | --- | --- | --- | --- | --- |
| CCN(c1ccccc1)S(=O)(=O)c1ccc(C(=O)Nc2nnc(COC)o2)cc1 | 2.2 | 0.3 | 103.1 | 0.0 | 99.9 | 4.0 | 0.0 | -1.0 | 1.0 | 108.7 | -1.0 |
| O=C1S/C(=C\c2ccc(N3CCOCC3)o2)C(=O)N1Cc1ccc(F)cc1 | 106.7* | 7.7 | 152.8*[activator] | 0.0 | 164.8*[activator] | -6.0 | -2.0 | -5.0 | -7.0 | 123.5 | 0.0 |
| CCN(CC)CCC(C)OC(c1ccccc1)c1ccccc1 (stereo not drawn) | 1.6 | 0.4 | 102.8 | -3.0 | 104.2 | -3.0 | -2.0 | -1.0 | -3.0 | 100.6 | -5.0 |
| CCCOc1ccc(CN(CCC#N)C(=S)NC(=O)c2ccccc2)cc1 | -4.5 | -1.3 | 101.0 | -3.0 | 101.3 | -2.0 | -1.0 | 4.0 | -9.0 | 98.0 | 1.0 |

More records follow.
SMILES | ABCG2 block | ABCB1 block | RGS7-Gao reg | Bcl-XL Bim block | RGS4-Gao reg | Bim-Mcl-1 | Bim-Bcl-W | Bim-Bcl-2 | Bcl-B Bim block | RGS8-Gao reg | Bfl-1 Bim block
Cc1cc(CSc2ccccc2)ccc1NC(=O)c1ccc(C)c([N+](=O)[O-])c1 | 9.1 | 0.3 | 110.1 | -1.0 | 103.6 | -3.0 | -2.0 | 3.0 | -5.0 | 103.1 | 2.0
CC(=O)c1c(C)nc2ccc(Cl)cn12 | 1.2 | 0.1 | 97.9 | -3.0 | 97.8 | 0.0 | -2.0 | -8.0 | -7.0 | 100.9 | -11.0
NC(=O)c1ccccc1N/C=C/C(=O)c1ccc(Cl)cc1Cl | 7.5 | 1.1 | 97.6 | 3.0 | 104.6 | 0.0 | -2.0 | -2.0 | 0.0 | 104.0 | 0.0
Cc1nn(Cc2ccccc2Cl)c(Cl)c1/C=C/C(=O)OCC(=O)NC(N)=O | 13.0 | -1.6 | 100.0 | -9.0 | 103.4 | -6.0 | -2.0 | -11.0 | -10.0 | 103.0 | -19.0
CC1CCN(C(=O)C2CCN(CCCc3ccccc3)CC2)CC1 | 1.0 | 0.6 | 109.8 | -5.0 | 112.6 | 0.0 | 0.0 | -10.0 | -6.0 | 112.0 | -11.0
Nc1ccc(N2CCOCC2)c(Cl)c1 | 1.7 | 0.0 | 100.2 | 2.0 | 100.7 | 6.0 | 3.0 | 3.0 | 6.0 | 100.3 | 3.0
Cc1ccc(Cn2c(SCCN3CCCCC3)nc3c2c(=O)[nH]c(=O)n3C)cc1 | -3.0 | -1.9 | 113.9 | -2.0 | 102.1 | -7.0 | 1.0 | -1.0 | -17.0 | 100.3 | 0.0
Cc1ccc(S(=O)(=O)Nc2ccccc2/C=N/c2nc3ccccc3n2C(C)C)cc1 | 15.8 | 0.5 | 92.1 | -9.0 | 100.6 | -8.0 | -5.0 | -9.0 | -3.0 | 106.9 | -13.0
Cc1cc(C)c(C#N)c(SCS(=O)c2ccc(C(C)(C)C)cc2)n1 (stereo not drawn) | 4.9 | 1.8 | 105.9 | 2.0 | 104.8 | 1.0 | -3.0 | 0.0 | 0.0 | 105.4 | -1.0
CCN1CCN(CC(=O)Nc2cc(F)ccc2C)CC1 | 0.1 | 0.0 | 101.3 | -6.0 | 99.4 | 2.0 | 2.0 | -5.0 | -4.0 | 102.4 | -7.0
C=CCN1C(=O)C(O)(CC(=O)c2ccccc2)c2ccccc21 (stereo not drawn) | 1.0 | 0.0 | 90.5 | 3.0 | 97.6 | 0.0 | 5.0 | 4.0 | 5.0 | 96.6 | 6.0
COc1cccc2c(=O)n(CC(=O)Nc3ccccc3F)ccc12 | 2.9 | 0.3 | 99.5 | 0.0 | 99.1 | 1.0 | 3.0 | -6.0 | -5.0 | 102.2 | -7.0
CN1CCN(S(=O)(=O)c2ccc(Sc3nnc(-c4cccs4)n3-c3ccccc3)nc2)CC1 | 2.9 | 2.1 | 97.1 | -2.0 | 99.3 | 1.0 | 1.0 | -6.0 | -6.0 | 101.2 | -13.0
CCC(C)n1cnc2c(c1=O)c1nc3ccccc3nc1n2-c1ccc2c(c1)OCCO2 (stereo not drawn) | 3.9 | 1.8 | 96.9 | 0.0 | 101.2 | 6.0 | 3.0 | -2.0 | -1.0 | 100.1 | -5.0
COc1cc(NC(=O)c2cccc(C)c2)c(OC)cc1NC(=O)CN1CCCCC1 | 6.4 | 0.7 | 102.0 | -6.0 | 100.4 | -4.0 | -3.0 | -4.0 | -3.0 | 103.3 | -5.0
O=C(Nc1cccc2ccccc12)/C(Cl)=C/c1ccccc1 | 7.8 | 0.7 | 89.2 | 13.0 | 90.0 | 6.0 | 5.0 | 0.0 | 3.0 | 89.8 | 4.0
COc1ccccc1NC(=O)N1CCCC1C(=O)NCC1CCCO1 (stereo not drawn) | 1.4 | 0.8 | 101.4 | -4.0 | 95.9 | 0.0 | 1.0 | -2.0 | -2.0 | 94.5 | -2.0
